# High-throughput results: PubChem, several laboratories
# bIAP inh: bovine intestinal alkaline phosphatase inhibitors, primary screen, selectivity assay for TNAP inhibitor project, biochemical, bovine IAP, CDP-star luminescence; 190,000 tested, under 10 active; inhibition, % at 20 µM; purified bovine IAP, 30 min; alkaline phosphatase, intestinal [Bos taurus];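 active = over 50% inhibition of intestinal alkaline phosphatase at 20 µM in the single-dose screen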
#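 Assay system: bovine IAP enzyme; medium: DEA buffer 100 mM, pH 9.8, with MgCl2 1.0 mM, ZnCl2 0.02 mM; doses: 20 µM single dose; incubation: enzyme reaction for 30 min at room temperature; detection: CDP-star luminescence signal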
# TR-FRET SRC-2 ct: TR-FRET signal artefacts, primary screen, artefact control for PPARgamma SRC-2 agonist project, biochemical. TR-FRET ratio at 8 µM. AID 1049, 2008. TR-FRET artefact counter-screen; active compounds read high. hit rate 0.4% among 200,000; in the data active = TR-FRET ratio above about 2000; note: inactives centre near 1500
# STAT1 blocker: STAT1 signaling inhibitors, primary screen, cell-based, HTS, luciferase reporter; NIH 3T3 STAT1-luciferase reporter, IFN-gamma, luminescence; inhibition, % at 5.5 µM; hit rate 0.35% among 200,000; AID 920, 2007;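 active = inhibition above a set limit, the mean inhibition across all tested compounds plus 3 SD, cut at about 34% in these data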;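 note: 0% = IFN-gamma with DMSO and 100% = IFN-gamma with 300 µM nifuroxazide; values of inactives mirror those of a sister screen read the other way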
# TNAP act hiacc: TNAP activators at high phosphate acceptor level, primary screen, biochemical, luminescence, uHTS | Alkaline phosphatase, tissue-nonspecific isozyme (Homo sapiens), P05186 | purified TNAP, CDP-star luminescence, 1 M DEA, 30 min; active compounds read high; 0 = EDTA background, 1 = DMSO-only activity | activation factor at 20 µM | 200,000 tested, under 10 active | AID 1136, 2008;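 active = activation factor at least 2 at 20 µM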
#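 system = human TNAP | amount = enzyme diluted 1/800 final | reagent = 100 µM CDP-star substrate | signal = luminescent substrate turnover signal | dosing = one dose, 20 µM | benchmarks = EDTA negative control, DMSO positive control | measure = activation factor | timing = 30 min reaction, room temperature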
# PPARg SRC3 recr: PPARgamma agonists recruiting SRC-3 coactivator, primary screen, biochemical; activation, % at 8 µM; hit rate 0.26% among 200,000; biochemical PPARgamma/SRC-3 coactivator recruitment assay; in the data active = activation above about 23%;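 note: 0% = DMSO and 100% = reference agonist; some compounds past the cut are filed as inactive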
# Target sequence (P37231 whole entry, looked up): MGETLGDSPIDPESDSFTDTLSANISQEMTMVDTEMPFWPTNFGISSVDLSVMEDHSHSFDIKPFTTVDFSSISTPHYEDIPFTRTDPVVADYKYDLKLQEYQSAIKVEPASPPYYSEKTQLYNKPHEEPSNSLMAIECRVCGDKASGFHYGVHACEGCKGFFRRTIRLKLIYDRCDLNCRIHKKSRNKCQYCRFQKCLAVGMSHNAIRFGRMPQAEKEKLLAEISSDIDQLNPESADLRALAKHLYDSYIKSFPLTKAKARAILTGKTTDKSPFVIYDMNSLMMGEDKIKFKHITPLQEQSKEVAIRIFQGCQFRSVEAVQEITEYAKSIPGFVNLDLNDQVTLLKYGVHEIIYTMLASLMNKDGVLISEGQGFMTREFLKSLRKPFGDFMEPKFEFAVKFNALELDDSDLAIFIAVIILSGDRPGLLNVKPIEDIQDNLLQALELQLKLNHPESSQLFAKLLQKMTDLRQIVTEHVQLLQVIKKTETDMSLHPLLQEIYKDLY
# STAT3 blocker: IL-6 driven STAT3 reporter inhibitors, primary screen, U3A cells, luciferase, luminescence, MLSCN library; hit rate 0.89% among 190,000; inhibition, % at 5.5 µM; IL-6 STAT3-luciferase reporter; host cell line lacks STAT1;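 active = inhibition above the mean inhibition across all screened compounds plus 3 SD, cut at about 44% in these data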;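 note: 0% = DMSO only wells and 100% = 100 µM nifuroxazide control wells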
# PPARg SRC-2 ag: agonists of PPARg-SRC-2 recruitment, primary screen, biochemical, HTS; hit rate 0.34% among 200,000; AID 1032, 2008; Peroxisome proliferator-activated receptor gamma (Homo sapiens), P37231; PPARgamma LBD-SRC-2 recruitment; activation, % at 8 µM; in the data active = activation above about 22%;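 note: 0% = vehicle and 100% = reference agonist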
# bIAP act: bovine intestinal alkaline phosphatase activators, primary screen, biochemical, bovine IAP, CDP-star luminescence. activation factor at 20 µM. alkaline phosphatase, intestinal [Bos taurus]. purified bovine IAP, 30 min; active compounds read high; fold of DMSO-control signal, blank-subtracted. AID 1016, 2008. hit rate 0.17% among 200,000;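 active = activation factor of 2 or more at 20 µM, a signal rise over negative controls twice the positive control's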
# ROMK primary: ROMK potassium channel modulators, primary screen, cell-based, thallium flux, MLSMR library. Tet-inducible ROMK, thallium flux fluorescence; actives lie on both sides. B-score at 10 µM. hit rate 2% among 130,000. AID 1918, 2009;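 active = signal ratio slope over the read window, or its plate-corrected B-score, at least 3 SD from the plate mean, either direction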;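 note: B-score of the F/F0 ratio slope over 7 to 12 s after thallium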
# Target sequence (P48048 whole entry, looked up): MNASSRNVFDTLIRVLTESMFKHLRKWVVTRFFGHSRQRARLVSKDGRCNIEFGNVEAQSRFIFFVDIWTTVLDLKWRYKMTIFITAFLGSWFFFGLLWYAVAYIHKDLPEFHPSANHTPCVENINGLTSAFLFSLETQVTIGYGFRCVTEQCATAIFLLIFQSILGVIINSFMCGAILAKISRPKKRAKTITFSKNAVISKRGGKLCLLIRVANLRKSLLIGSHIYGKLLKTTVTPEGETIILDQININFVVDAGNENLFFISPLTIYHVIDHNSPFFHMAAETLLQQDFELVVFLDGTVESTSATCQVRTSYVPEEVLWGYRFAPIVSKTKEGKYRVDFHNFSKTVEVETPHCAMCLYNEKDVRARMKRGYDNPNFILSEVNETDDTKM
# PPARg SRC1 recr: PPARgamma agonists recruiting SRC-1 coactivator, primary screen, biochemical. Peroxisome proliferator-activated receptor gamma (Homo sapiens), P37231. PPARgamma-SRC-1 coactivator recruitment biochemical assay. activation, % at 8 µM. hit rate 0.41% among 200,000. AID 631, 2007; in the data active = activation above about 19%;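 note: 0% = DMSO and 100% = reference agonist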
# STAT3 activator: IL-6 driven STAT3 reporter potentiators, primary screen, U3A cells, luciferase, luminescence, MLSCN library | hit rate 0.91% among 190,000 | AID 871, 2007 | IL-6 STAT3-luciferase reporter; 100% = signal with IL-6 EC80 alone | activation (% of control), % at 5.6 µM;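 active = activation above the screen-wide mean of compound activation plus 3 SD, cut at about 130% in these data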;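 note: 0% = background luminescence of wells with medium and substrate only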
#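 Material: STAT1-lacking human U3A cells, STAT3 luciferase reporter | Benchmarks: IL-6-only wells as 100% reference | Probe or stimulus: IL-6 (33 ng/mL) | Timing: Compound 1 h, then IL-6 6 h at 37 °C | Detection: Luminescence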
# Starred values were filed as active, the others as inactive; x = no result given; & = joins results of further samples.
# Sequence of screens – bIAP inh	TR-FRET SRC-2 ct	STAT1 blocker	TNAP act hiacc	PPARg SRC3 recr	STAT3 blocker	PPARg SRC-2 ag	bIAP act	ROMK primary	PPARg SRC1 recr	STAT3 activator
> Cc1ccc(C2C(C=Nc3c(C)n(C)n(-c4ccccc4)c3=O)=C(c3ccccc3)Oc3ccccc32)cc1 (centres undefined)
  0	1589	4	1.1	-3	13	11	1	x	5	91
> Cc1nc(C(=O)Nc2cc(Cl)ccc2Cl)nn1-c1cc(OC(C)C)c(Cl)cc1Cl
  8	1605	-3	1.1	-12	-1	5	0.9	x	-4	106
> O=C/C(=C\Nc1ccc(Br)cc1)c1nc2ccccc2o1
  2	1503	0	1.1	4	11	-4	1	0.7	1	94
> CCn1cc(Cl)c(C(=O)Nc2nc3ccccc3n2CCN2CCCCC2)n1
  -23	1578	0	1.1	-4	11	2	1.2	x	7	98
> Cc1ccc(-n2ncc3c(NCc4cccnc4)ncnc32)c(C)c1
  1	1528	11	1	-1	30	-6	1	-0.21&-2.8	-5	76
> COc1ccc(Oc2nc3ccccc3nc2C(F)(F)F)cc1
  -6	1404	3	1	0	0	-1	1.1	-2.1	-1	106
> COc1cc(CC(=O)Oc2ccc3c(c2)OCO3)cc(OC)c1OC
  3	1484	-1	1	0	4	0	1	x	0	100
> COc1cccc(-c2nn[nH]n2)c1O
  -4	1498	-5	1	-1	-7	6	1	0.23	3	107
> Cc1ccc(Nc2c(N)c(=O)oc3ccccc23)cc1
  0	1743	1	1	7	12	6	1	x	8	93
> CNC(=S)NNC(=O)c1cn(C)nc1C
  -13	1551	-9	1	1	1	6	1.1	-0.11	-8	103
> CCCC(c1nnnn1Cc1cccs1)N1CCN(C2CCCC2)CC1 (centres undefined)
  -3	1612	2	1	7	2	6	1	x	6	104
> CC(=O)CC(=O)Nc1ccn(-c2ccccc2)n1
  -6	1464	-5	1	3	18	11	1.1	x	1	91
> O=[N+]([O-])c1ccc(O)c(N=Cc2sc3ccccc3c2O)c1
  10	1846	6	0.6	8	-5	17	0.9	-0.25	7	102
> COc1ccc(Cl)cc1N1C(=O)C2CCCN2C1c1ccc(F)cc1 (centres undefined)
  -1	1480	-3	1.1	-3	0	-2	1	x	-6	108
> CCN=C1S/C(=C\c2cn(CC(=O)NCCOC)c3ccccc23)C(=O)N1CC
  -2	1474	3	1	1	-12	0	1	0.51	0	112
> O=C(CN1CCOCC1)Nc1cc(C(F)(F)F)ccc1Cl
  4	1535	-4	1	-5	21	-8	1	-0.86	-5	88
> Nc1cc(OC(=O)c2cccs2)nn1S(=O)(=O)c1ccc(F)cc1
  10	1683	-7	1	3	-1	-4	0.9	0.6	2	105
> CSc1nnc2ccc(-c3ccccn3)nn12
  -2	1487	2	1	1	18	7	1	0.28	-7	88
> Cc1nc2cc(-c3cccs3)nn2c(NCC(C)(C)CN(C)C)c1C
  -13	1620	5	1.1	-1	3	6	1.1	0.079	8	102
> COc1ccc(Cn2c(=S)[nH]c3ccsc3c2=O)cc1
  14	1570	1	1	3	10	6	0.9	1.1	-1	90
> COc1ccc(-n2nc(C(=O)N3CCCCC3)c(C)c(C#N)c2=O)cc1
  -4	1506	-1	1	6	1	7	1	-0.46	2	102
> O=C1CC(c2ccco2)CC(O)=C1C=NCCN1CCNCC1 (centres undefined)
  10	1624	1	1	-3	8	2	0.9	x	0	97
> COc1ccc(/C=C/C(=O)NC2CCCCCC2)cc1S(=O)(=O)N1CCOCC1
  2	1517	-20	1	-2	-13	0	1	-0.016	-4	111
> Cc1ccc(CCNC(=O)c2nnn(-c3cccc(C)c3)c2N)cc1
  14	1525	-13	1	4	0	-5	0.9	1.5	6	102
> COC(=O)c1cc(C#N)c(OC)nc1C
  0	1514	1	1.1	1	2	3	1	0.95	5	100
> CCOC(=O)C1CCN(CCC(=O)Nc2cccc(C)c2)CC1
  -4	1380	-1	1.1	4	4	-5	1	0.011	0	98
> O=C(c1sc2ccccc2c1Cl)N(Cc1ccccc1Cl)C1CCS(=O)(=O)C1 (centres undefined)
  6	1638	2	1	6	-19	-8	0.9	x	0	118
> Cc1cccc(Nc2nccc(N(C)C)c2C#N)c1
  -2	1535	-18	1.1	2	9	0	1	x	3	96
> Cc1cccc(-n2ncc3c(N)ncnc32)c1
  17	1686	-10	1	-4	15	0	0.8	x	3	93
> CCOc1ccc(CCNC(=O)CCc2nc(-c3ccc(OC)cc3)no2)cc1OCC
  -6	1660	4	1	10	2	6	1.1	0.3	5	98

# Further structures follow.
molecule	bIAP inh	TR-FRET SRC-2 ct	STAT1 blocker	TNAP act hiacc	PPARg SRC3 recr	STAT3 blocker	PPARg SRC-2 ag	bIAP act	ROMK primary	PPARg SRC1 recr	STAT3 activator
CC1=C(C(N)=O)C(c2cccc(OCc3ccccc3)c2)n2nnnc2N1 (centres undefined)	6	1435	-2	1	-9	8	-4	0.9	x	2	97
O=C(CNC(=O)c1ccc(Cl)cc1)N/N=C/C=C/c1ccccc1	21	1530	2	1.1	2	10	6	0.8	x	2	91
Cc1cc(C)nc(N(C#N)CN2C(=O)c3ccccc3C2=O)n1	-1	1440	-1	1.1	9	4	-3	1	-0.45	-2	103
COc1ccc(OCC(=O)N/N=C\c2ccco2)cc1	-2	1885	5	1.1	0	19	3	1	0.47	3	88
Clc1ccc(CCNc2nc3ccccc3s2)cc1	6	1545	-9	1	-4	21	0	0.9	x	-7	85
CCOc1ccc2nc(CN3CCN(Cc4ccsc4)C(CCO)C3)ccc2c1 (centres undefined)	-30	1674	7	1	5	15	-3	1.3	-0.63	-11	90
O=C(Nc1ccc(O)cc1)c1c(O)c2c([nH]c1=O)CCCC2	-3	1615	-65	1	7	24	4	1	-0.16	-7	83
O=C(CCN1C(=O)C2C3C=CC(C3)C2C1=O)N1CCN(c2ccccc2Cl)CC1 (centres undefined)	-2	1432	-4	1	3	3	4	1	x	-2	101
O=C(O)c1ccc(Cl)c(N2C(=O)Nc3ccccc3N2O)c1	-16	1560	-12	1	3	8	5	1.2	0.6	5	97
CCOc1ccc2c(=O)c(Oc3ccccc3)c(C)oc2c1	6	1539	0	1	17	12	-2	0.9	x	9	98
Cc1cccc(NS(=O)(=O)c2cc(C(=O)OC(C)C(=O)NCc3ccc4c(c3)OCO4)ccc2C)c1 (centres undefined)	-2	1773	9	1	5	1	5	1	x	2	100
O=C1C(Cl)=C(Nc2ccccc2O)C(=O)N1c1ccccc1	5	1737	19	1	4	43	-4	0.9	0.12	9	69
Cc1ccccc1C(=O)NC(C)c1ccc2c(c1)CCCC2 (centres undefined)	-5	1557	7	1	7	-3	0	1	x	-4	107
CCn1c2ccccc2c2nc3cc(OC)c(OC)cc3nc21	-1	1421	-13	1	-2	43	-6	1	x	7	66
COc1ccc(C(C#N)C2(C)OCCO2)cc1OC (centres undefined)	-1	1502	0	1	-8	-6	5	1	-0.025	-2	108
Cn1c(OCc2ccco2)nc2c1c(=O)n(Cc1ccc(Cl)c(Cl)c1)c(=O)n2C	8	1423	2	1	0	4	1	0.9	-1.3	-4	99
CCOC(=O)c1[nH]c2ccccc2c1N=CN(C)C	x	1394	7	x	-3	-11	0	x	x	4	111
CCCNc1cc(C)oc(=O)c1C(=O)CC	5	1416	7	1.1	-6	-8	-11	1	-0.37	-4	108
COc1ccccc1-c1cc(C(=O)Nc2cc(C)on2)no1	10	1603	-24	1	0	-5	4	0.9	x	6	108
COC(=O)c1nn2c(C(F)(F)F)cc(-c3ccc(Br)o3)nc2c1Br	21	1470	-2	1.1	-6	11	4	0.8	-0.33	-7	97
COc1ccc(C(C#N)N2CCOCC2)cc1 (centres undefined)	7	1459	-6	1	6	2	3	0.9	x	7	100

# Sorted by the number under STAT3 activator (high to low): 3 from the list above.
mol	bIAP inh	STAT1 blocker	TNAP act hiacc	PPARg SRC3 recr	bIAP act	ROMK primary	STAT3 activator
COc1ccc(C(C#N)C2(C)OCCO2)cc1OC (centres undefined)	-1	0	1	-8	1	-0.025	108
CC1=C(C(N)=O)C(c2cccc(OCc3ccccc3)c2)n2nnnc2N1 (centres undefined)	6	-2	1	-9	0.9	x	97
COc1ccc(OCC(=O)N/N=C\c2ccco2)cc1	-2	5	1.1	0	1	0.47	88

# Among those listed so far, these contain an NH in an aromatic ring:
molecule	bIAP inh	TR-FRET SRC-2 ct	STAT1 blocker	TNAP act hiacc	PPARg SRC3 recr	STAT3 blocker	PPARg SRC-2 ag	bIAP act	ROMK primary	PPARg SRC1 recr	STAT3 activator
COc1cccc(-c2nn[nH]n2)c1O	-4	1498	-5	1	-1	-7	6	1	0.23	3	107
COc1ccc(Cn2c(=S)[nH]c3ccsc3c2=O)cc1	14	1570	1	1	3	10	6	0.9	1.1	-1	90
O=C(Nc1ccc(O)cc1)c1c(O)c2c([nH]c1=O)CCCC2	-3	1615	-65	1	7	24	4	1	-0.16	-7	83
CCOC(=O)c1[nH]c2ccccc2c1N=CN(C)C	x	1394	7	x	-3	-11	0	x	x	4	111
